Bioassay records: PubChem BioAssay, several laboratories
Yp Topo-I inh – inhibitors of Yersinia pestis topoisomerase I; activity, % at 10 µM; Y. pestis Topo-I cleavage product accumulation, plate reader; AID 504884; 360,000 tested, 0.064% active; in the data active = activity above about 50%, passing the limit was not always enough; also: inactives centre near 2
TcdB GH inh – inhibitors of Clostridioides difficile toxin B glycohydrolase; AID 652162; P18177; inhibition, % at 9.99 µM; TcdB glycohydrolase enzymatic assay, plate reader; 350,000 tested, 0.24% active; in the data active = inhibition above about 10%
3CLpro inhibitor – SARS-CoV 3CLpro protease inhibition; P0C6X7; recombinant SARS-CoV 3CLpro, quenched FRET peptide cleavage; inhibition, % at 6 µM; 290,000 tested, 0.14% active; in the data active = inhibition above about 12%
Vc quorum ag – induces V. cholerae light production without autoinducers; V. cholerae BH1578 lux reporter, luminescence, 6 h; activation, % at 18.7 µM; 350,000 tested, 0.16% active; AID 588436; in the data active = activation mostly above about 9.7%, no sharp cut-off; also: not every result past the cut was called active; inactives centre near 0; reference of the scale not given here
MazEF act – MazEF (E. coli) toxin RNase activation. P0AE70. FAM/BHQ RNA-DNA oligo cleavage fluorescence, 5 h. activation, % at 20 µM. 350,000 tested, 0.32% active. AID 504720; in the data active = activation above about 50%
Target sequence (P0AE70 whole entry, looked up): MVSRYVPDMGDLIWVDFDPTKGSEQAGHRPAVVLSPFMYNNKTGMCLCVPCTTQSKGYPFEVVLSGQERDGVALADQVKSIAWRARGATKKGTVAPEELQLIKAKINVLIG
Rv3671c protease – inhibits the M. tuberculosis serine protease Rv3671c | P9WHR9 | 320,000 tested, 0.048% active | inhibition, % at 5.96 µM; in the data active = inhibition above about 38%;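 also: extracellular domain of Rv3671c used as enzyme; 0% = enzyme with DMSO and 100% = no enzyme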
Target sequence (P9WHR9 whole entry, looked up, the tested form may be a part): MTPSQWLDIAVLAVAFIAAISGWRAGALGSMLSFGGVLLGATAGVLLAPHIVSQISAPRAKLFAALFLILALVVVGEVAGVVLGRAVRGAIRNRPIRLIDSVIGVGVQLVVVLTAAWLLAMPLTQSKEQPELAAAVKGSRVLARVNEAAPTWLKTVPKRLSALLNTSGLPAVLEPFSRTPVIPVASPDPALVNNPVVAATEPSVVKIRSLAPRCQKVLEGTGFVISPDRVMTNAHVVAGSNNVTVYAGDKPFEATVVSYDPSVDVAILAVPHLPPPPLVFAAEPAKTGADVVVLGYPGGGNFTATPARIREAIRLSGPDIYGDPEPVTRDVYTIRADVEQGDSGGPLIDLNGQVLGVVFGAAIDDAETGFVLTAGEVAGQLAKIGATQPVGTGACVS
Anthrax LF prot – inhibitors of Bacillus anthracis lethal factor protease. inhibition, % at 10 µM. 360,000 tested, 0.12% active. AID 588501. multiplex microsphere protease cleavage assay, LF; in the data active = inhibition above about 30%; also: plate controls were buffer without enzyme for full effect and enzyme alone for no effect
PfHsp40 rescue – rescue of PfHsp40-mediated yeast toxicity. growth rescue, % at 12.5 µM. S. cerevisiae expressing PfHsp40, growth rescue, ATP luminescence. AID 504582. 340,000 tested, 0.68% active; in the data active = growth rescue above about 28%, passing the limit was not always enough;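 also: yeast W303a lacking pdr1 and pdr3 grown in galactose medium; growth measured after three days at 30 °C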
VHR inh abs – DUSP3 (human) phosphatase inhibition. AID 1654. 290,000 tested, 0.52% active. P51452. recombinant VHR phosphatase, pNPP absorbance. inhibition, % at 13.3 µM; in the data active = inhibition above about 50%; also: some compounds called inactive have numbers as strong as hits
Target sequence (P51452 whole entry, looked up): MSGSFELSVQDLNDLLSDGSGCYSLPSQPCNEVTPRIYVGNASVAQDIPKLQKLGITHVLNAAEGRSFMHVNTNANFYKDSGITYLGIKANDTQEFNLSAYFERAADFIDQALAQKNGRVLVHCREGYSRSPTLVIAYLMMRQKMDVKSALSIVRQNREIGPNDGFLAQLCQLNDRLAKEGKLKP
SSB-PriA inh – inhibitors of Klebsiella pneumoniae PriA binding to SSB C-terminal tail; 430,000 tested, 0.6% active; inhibition, % at 33 µM; AlphaScreen SSBct-PriA binding, biotinylated peptide; AID 1272365; in the data active = inhibition mostly above about 37%, no sharp cut-off; inactive = mostly below about 20%;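 also: plate controls were negative control peptide for no effect and reference peptide for full effect; strong numbers were not always called active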
* = called active by the depositor; i = inactive; . = not tested or not shown. This is a subset; count on the stated rates, not on these rows.

No. | molecule | Yp Topo-I inh | TcdB GH inh | 3CLpro inhibitor | Vc quorum ag | MazEF act | Rv3671c protease | Anthrax LF prot | PfHsp40 rescue | VHR inh abs | SSB-PriA inh
1 | Cc1c(CC(=O)NCCCCCC(=O)O)c(=O)oc2c(C)c3oc4c(c3cc12)CCCC4 | -3 | -10 | 1 | i | -5 | . | 8 | -0.6 | 48 | 5
2 | C[n+]1cc[nH]c1SCC(=O)c1ccccc1 | 6 | . | -1 | 1.3 | -6 | 1 | -4 | -0.3 | 14 | -14
3 | COc1ccc2c(COC(=O)CCS(=O)(=O)c3ccccc3)cc(=O)oc2c1 | 16 | . | -5 | i | . | -16 | 3 | 1.9 | 22 | .
4 | CC(=O)Nc1ccc(S(=O)(=O)c2cc(O)ccc2O)cc1 | -6 | -5.0 | 2 | i | 0 | . | -9 | -1.0 | 8 | -6
5 | CCOc1ccccc1NC(=O)COC(=O)c1nc2nccc(C)n2n1 | 0 | 0.2 | . | i | 2 | 4 | 6 | -1.4 | . | -4
6 | COc1ccc(C(=O)OCCCN(C)C)cc1OC | 0 | . | 3 | i | 1 | -6 | -1 | -0.1 | 3 | -6
7 | COc1ccc(/C=C/C(=O)OCC(=O)c2ccc[nH]2)cc1 | 11 | 1.6 | . | i | -2 | 1 | -1 | -1.1 | . | -5
8 | Cc1ccc(S(=O)(=O)CCC(=O)OCC(=O)c2cc(C)n(C)c2C)cc1 | 12 | 2.6 | . | -0.6 | 5 | -3 | -2 | -0.6 | . | 12

Profiles from above. Order of screens: Yp Topo-I inh, TcdB GH inh, 3CLpro inhibitor, Vc quorum ag, MazEF act, Rv3671c protease, Anthrax LF prot, PfHsp40 rescue, VHR inh abs, SSB-PriA inh
Profile of COc1ccc2c(COC(=O)CCS(=O)(=O)c3ccccc3)cc(=O)oc2c1 : 16, ., -5, i, ., -16, 3, 1.9, 22, .
Profile of CCOc1ccccc1NC(=O)COC(=O)c1nc2nccc(C)n2n1 : 0, 0.2, ., i, 2, 4, 6, -1.4, ., -4

(more compounds)
No. | molecule | Yp Topo-I inh | TcdB GH inh | 3CLpro inhibitor | Vc quorum ag | MazEF act | Rv3671c protease | Anthrax LF prot | PfHsp40 rescue | VHR inh abs | SSB-PriA inh
9 | COc1cccc2c3c(c(=O)[nH]c12)CC(C)(C)O3 | 5 | 1.5 | . | i | 10 | -4 | . | . | . | 2
10 | Cc1ccc(C(=O)Nc2ccc3ncccc3c2)cc1 | -7 | -0.4 | 4 | -0.4 | -15 | -2 | -1 | -1.5 | 13 | 5
11 | CC(C)CNC(=O)CN(C)S(=O)(=O)c1ccc(F)cc1 | -3 | 3.2 | 1 | 3.7 | -4 | 0 | -2 | -2.8 | 4 | -1
12 | Cc1ccc(S(=O)(=O)N2CCN(C(=O)c3ccc(COc4ccccc4)o3)CC2)cc1 | 33 | 1.0 | . | -0.2 | 6 | -6 | -13 | 1.5 | . | -10
13 | CC(C)NC(=O)c1c2c(nc3ccccc13)CCCC2 | -1 | . | -2 | i | 7 | -6 | 8 | -0.8 | 0 | -17
14 | Cc1ccc(OCC(=O)Nc2ccccc2C(=O)NC2CC2)cc1 | -6 | 0.4 | . | i | -1 | -2 | -2 | 0.1 | . | -2
15 | CC(CN1CCOCC1)OC(=O)c1ccc2c(c1)OCCO2 (stereo not given) | -5 | . | 3 | 0.6 | 4 | 1 | -1 | -1.5 | 8 | -10
16 | Cn1c(Nc2ccc(F)cc2)nc2ccccc21 | 0 | -6.1 | 1 | i | 7 | 3 | -1 | 0.2 | 20 | 3

3 entries already listed, sorted by SMILES length, high to low.
No. | molecule | Yp Topo-I inh | TcdB GH inh | 3CLpro inhibitor | Vc quorum ag | MazEF act | Rv3671c protease | Anthrax LF prot | PfHsp40 rescue | VHR inh abs | SSB-PriA inh
12 | Cc1ccc(S(=O)(=O)N2CCN(C(=O)c3ccc(COc4ccccc4)o3)CC2)cc1 | 33 | 1.0 | . | -0.2 | 6 | -6 | -13 | 1.5 | . | -10
11 | CC(C)CNC(=O)CN(C)S(=O)(=O)c1ccc(F)cc1 | -3 | 3.2 | 1 | 3.7 | -4 | 0 | -2 | -2.8 | 4 | -1
13 | CC(C)NC(=O)c1c2c(nc3ccccc13)CCCC2 | -1 | . | -2 | i | 7 | -6 | 8 | -0.8 | 0 | -17

Down the list, as entered above:
Compounds 1 to 11 in Vc quorum ag, in turn: i, 1.3, i, i, i, i, i, -0.6, i, -0.4, 3.7

(list continues)
No. | molecule | Yp Topo-I inh | TcdB GH inh | 3CLpro inhibitor | Vc quorum ag | MazEF act | Rv3671c protease | Anthrax LF prot | PfHsp40 rescue | VHR inh abs | SSB-PriA inh
17 | Cc1ccccc1OCC(=O)NC(=S)Nc1ccc(N2CCCC2)cc1 | 5 | 0.3 | -1 | -0.8 | -11 | -1 | -2 | -0.7 | 15 | -9
18 | COc1ccc(C(O)(c2ccccc2)C(C(=O)O)c2ccccc2)cc1 (stereo not given) | 7 | 3.6 | . | 0.8 | -3 | . | -5 | -0.5 | . | -16
19 | O=C(CN1C(=O)S/C(=C\c2ccccc2F)C1=O)NC1C=CS(=O)(=O)C1 (stereo not given) | -2 | 2.5 | -2 | 0.6 | 6 | -10 | -1 | -0.2 | -8 | -15
20 | CCOC(=O)c1sc(NC(=O)c2ccncc2)c(C#N)c1C | -4 | 0.2 | 4 | -0.3 | 2 | -5 | 0 | -1.1 | 6 | -11
21 | COc1ccc(C(=O)C2CCCN(C(=O)c3ccc4cc[nH]c4c3)C2)c(C)c1 (stereo not given) | 12 | 2.8 | 3 | -0.2 | -5 | -4 | -10 | 0.1 | 25 | 1
22 | COc1ccc(N2CCN(S(=O)(=O)c3cc(-c4cc(C)no4)ccc3C(C)C)CC2)cc1 | 12 | 0.3 | 7 | -0.4 | -2 | 9 | 0 | -0.4 | 4 | 10
23 | Cc1csc(NC(=O)c2ccc(Br)s2)n1 | -4 | 1.9 | -7 | -0.1 | 3 | -20 | -2 | 1.1 | 8 | -7
24 | COc1ccc(/C=N/NC(=O)c2ccc(NS(=O)(=O)c3cccs3)cc2)cc1 | -5 | 1.1 | . | -5.0 | 0 | -3 | -14 | -0.7 | . | .

(cont.)
No. | molecule | Yp Topo-I inh | TcdB GH inh | 3CLpro inhibitor | Vc quorum ag | MazEF act | Rv3671c protease | Anthrax LF prot | PfHsp40 rescue | VHR inh abs | SSB-PriA inh
25 | O=C1N[C@@H](Cc2c[nH]c3ccccc23)COC(=O)[C@H](Cc2ccc(F)cc2)C/C=C\C[C@@H]1CC(=O)N(CCO)Cc1ccccc1 | 12 | -0.2 | . | -1.2 | -4 | -2 | -1 | 3.8 | . | 4
26 | COc1ccc(C(=O)NCc2ccc(-c3nc4ccccc4s3)cc2)cc1OC | 23 | . | 4 | 1.0 | 12 | -4 | -7 | -0.9 | 3 | -11
27 | CCC1(c2ccccc2)NC(=O)N(Cc2cccc([N+](=O)[O-])c2)C1=O (stereo not given) | 0 | 1.4 | 0 | 0.6 | -8 | 6 | -9 | 0.6 | 28 | -2
28 | CSc1nc(Oc2cccc(C(F)(F)F)c2)cc(C(F)(F)F)n1 | -6 | . | 1 | i | -7 | 0 | -1 | 1.5 | -9 | -4
29 | CCCOC(=O)CCCCC1SCC(NC(=O)OC)C1NC(=O)OC (stereo not given) | 0 | 1.2 | -3 | -6.9 | -2 | 6 | 0 | 1.3 | -8 | -6
30 | CCOc1ccccc1NC(=O)CCc1c(C)nn(-c2ccc(N3CCCCC3)nn2)c1C | 8 | -0.5 | -3 | i | 4 | 0 | 3 | -0.7 | -3 | -3
31 | CCOC(=O)C1=C(C)N=C2c3ccccc3C(=O)C2C1c1ccccc1 (stereo not given) | 1 | . | -4 | 7.7 | 0 | 0 | -5 | 1.3 | 21 | -11
32 | Cc1ccccc1C1CC(c2cccs2)=NN1S(C)(=O)=O (stereo not given) | 0 | 0.8 | 5 | i | -3 | -4 | -11 | -0.3 | 17 | 4

More records
No. | molecule | Yp Topo-I inh | TcdB GH inh | 3CLpro inhibitor | Vc quorum ag | MazEF act | Rv3671c protease | Anthrax LF prot | PfHsp40 rescue | VHR inh abs | SSB-PriA inh
33 | CCCC(C(=O)Nc1ccc2c(C)cc(=O)oc2c1)c1ccccc1 (stereo not given) | -1 | -1.8 | -1 | -0.2 | 2 | 0 | 4 | -0.7 | 5 | -9
34 | O=C(COC(=O)Cn1[nH]c(=O)c2ccccc2c1=O)NNC(=O)c1ccc(Br)cc1 | 1 | -0.5 | . | 1.9 | 5 | -5 | 1 | 1.5 | . | 5
35 | COc1ccc(/C=C(\NC(=O)c2ccc(C)cc2)C(=O)Nc2ccc(C(=O)O)cc2)cc1 | -1 | 0.4 | 4 | i | -2 | -5 | -3 | 0.5 | 16 | 1
36 | Cc1cc(C)cc(NC(=O)COc2coc(CN3CCc4ccccc4C3)cc2=O)c1 | 6 | -11 | . | 0.0 | -1 | -10 | . | 0.4 | . | 4
37 | COC(=O)c1cccnc1-n1c(=O)c2cccnc2n(Cc2cccc([N+](=O)[O-])c2)c1=O | -6 | -0.1 | 3 | i | 9 | 5 | -4 | 0.7 | -8 | 0
38 | CC1CC(=O)NN=C1c1ccc(N(C)C)c([N+](=O)[O-])c1 (stereo not given) | 5 | . | 0 | i | 2 | -2 | 3 | 0.5 | 3 | 6
39 | Cc1ccc(OCC(O)Cn2c(=N)n(CCN3CCCCC3)c3ccccc32)cc1 (stereo not given) | 12 | . | 1 | i | 7 | 0 | -4 | 2.7 | -10 | 7
40 | Cc1cc(=O)[nH]c(SCc2ccc(Cl)cc2Cl)n1 | 4 | 0.7 | 0 | i | -13 | -7 | 2 | 0.6 | -5 | 6

(list continues)
No. | molecule | Yp Topo-I inh | TcdB GH inh | 3CLpro inhibitor | Vc quorum ag | MazEF act | Rv3671c protease | Anthrax LF prot | PfHsp40 rescue | VHR inh abs | SSB-PriA inh
41 | Cc1cc(N2C(=O)CC(Cc3ccccc3)C2=O)no1 (stereo not given) | -5 | . | 5 | . | -2 | -4 | -2 | 1.4 | 19 | -4
42 | NC(=N\N=Cc1ccco1)/C(N)=N/N=Cc1ccco1 | 0 | -0.6 | . | 0.1 | 5 | . | -6 | -0.3 | . | .
43 | CC(NC(=O)C1CCCN(S(=O)(=O)c2ccc(-n3cnnn3)cc2)C1)c1ccc(F)cc1 (stereo not given) | 1 | 1.2 | 1 | -0.3 | 3 | 2 | 0 | 0.6 | -9 | -15
44 | CC(C)Oc1ccc(/C(O)=C2/C(=O)C(=O)N(CCCn3ccnc3)C2c2cccnc2)cc1 (stereo not given) | 5 | 0.7 | 5 | -0.2 | 9 | 1 | 0 | -1.1 | 26 | .
45 | N#Cc1ccccc1OCC(=O)NCCNC(=O)COc1ccccc1C#N | 10 | 2.4 | . | 2.8 | -2 | 12 | 0 | 1.6 | . | -1
46 | c1ccc2c(c1)ncn2-c1ccc(-c2ccnc3ncnn23)cc1 | 0 | 0.8 | 4 | -0.4 | -4 | 4 | -4 | 1.8 | 9 | -11
47 | CN(C(=O)c1cccc(NC(=O)Cc2ccc(NC(=O)C3CCCN(C(=O)C4CCCC4)C3)cc2)c1)C1CCCC1 (stereo not given) | 1 | -4.4 | . | 0.9 | -8 | . | 3 | 0.0 | . | -7
48 | Cc1ccc(C2=NN(C(=O)CCCC(=O)O)C(c3ccco3)C2)cc1 (stereo not given) | 7 | 0.9 | 0 | -0.6 | 2 | 2 | 10 | 0.1 | 9 | 8

Continuation.
No. | molecule | Yp Topo-I inh | TcdB GH inh | 3CLpro inhibitor | Vc quorum ag | MazEF act | Rv3671c protease | Anthrax LF prot | PfHsp40 rescue | VHR inh abs | SSB-PriA inh
49 | CCOc1ncccc1C(=O)OCC(=O)c1ccc(Cl)s1 | -1 | . | -2 | i | -3 | -14 | 3 | 0.1 | -10 | -14
50 | COc1ccc(NC(=O)CCN=C2NS(=O)(=O)c3ccccc32)cc1S(=O)(=O)N(C)C | -1 | 1.0 | . | 2.8 | 0 | -13 | 0 | -1.0 | . | 5
51 | Cc1onc(-c2ccccc2)c1C(=O)N/N=C(\N)COc1ccc(Cl)cc1 | 2 | . | 3 | 3.1 | 1 | 2 | -11 | -0.2 | -7 | .
52 | N#Cc1c(/N=C/c2cc3ccccc3s2)sc2c1CCC2 | -3 | . | -2 | -0.7 | 23 | -5 | 8 | 0.3 | 4 | .
